mcGAS inh = blocks mouse cGAS activity | Q8C6L5 | 160,000 tested, 0.15% active | inhibition, % at 12.5 µM | AID 1259399 | recombinant cGAS, Kinase-Glo ATP depletion luminescence;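 note: 0% = negative control wells and 100% = reference inhibitor with no enzyme activity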
hcGAS inh = human cGAS inhibition; recombinant h-cGAS, ATP depletion, Kinase-Glo luminescence; 290,000 tested, 0.081% active; AID 1259398; inhibition, % at 12.5 µM; Q8N884;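 note: 0% = vehicle reaction and 100% = reaction without DNA for no activity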
Target sequence (Q8N884 whole entry, looked up): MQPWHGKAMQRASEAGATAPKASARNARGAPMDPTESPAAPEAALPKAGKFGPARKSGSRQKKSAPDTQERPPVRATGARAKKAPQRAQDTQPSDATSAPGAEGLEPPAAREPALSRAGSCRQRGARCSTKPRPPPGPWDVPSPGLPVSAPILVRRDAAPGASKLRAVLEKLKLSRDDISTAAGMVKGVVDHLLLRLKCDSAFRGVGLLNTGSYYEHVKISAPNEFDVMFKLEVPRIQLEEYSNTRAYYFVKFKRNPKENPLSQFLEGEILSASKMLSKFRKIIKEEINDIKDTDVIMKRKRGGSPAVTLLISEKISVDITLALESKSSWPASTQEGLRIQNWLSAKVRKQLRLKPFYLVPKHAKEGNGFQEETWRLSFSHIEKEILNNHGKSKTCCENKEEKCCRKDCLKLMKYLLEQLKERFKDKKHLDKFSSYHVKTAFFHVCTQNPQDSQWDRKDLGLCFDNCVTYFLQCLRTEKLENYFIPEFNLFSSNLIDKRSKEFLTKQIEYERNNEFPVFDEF
NPYLR7 ag = activates Aedes aegypti NPYLR7 receptor | AID 1259423 | activation, % at 10 µM | HEK293T NPYLR7/Galpha15, GCaMP6s calcium fluorescence | 270,000 tested, 0.15% active; in the data active = activation above about 40%;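 note: 0% = vehicle and 100% = reference agonist at the receptor; some compounds past the cut are filed as inactive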
The depositor's hits bear a star; / = not tested or not shown. Cut-off read from the data, not from the text of the source, unless noted: active = inhibition above about 40%; inactive = the rest.

SMILES	mcGAS inh	hcGAS inh	NPYLR7 ag
CC1CN(C)CC1NS(=O)(=O)/C=C/c1ccc(Cl)cc1 (stereo not given)	-13	-3	-1
O=C1NCCN2CCN(C(=O)CCSc3ccc4c(c3)OCCO4)CC12 (stereo not given)	/	-6	16
Oc1cccc(-c2nc[nH]c2-c2ccccc2)c1	/	-3	9
Cn1c(=O)c2[nH]c(NCc3ccco3)nc2n(C)c1=O	/	3	-2
CC(CCc1ccccc1)NC(=O)C(C)Sc1nnc(N2CCOCC2)n1Cc1ccccc1 (stereo not given)	-5	1	-3
CC(C)N(Cc1nccn1C)C(=O)c1cn(Cc2ccccc2F)nn1	/	-6	1
CC(C)COC(=NCCCN(C)C)NC(=O)c1cccc(C(F)(F)F)c1	-6	-4	19
Nc1ccc(Oc2ccc3nc(-c4ccccn4)c(-c4ccccn4)nc3c2)cc1	-3	-7	-5
COc1ccc(CC(=O)Nc2cc(C)nn2-c2nc(C)cc(=O)[nH]2)cc1OC	-6	-7	3
CC1Oc2ccccc2OC1C(=O)NCC(c1ccccc1)N(C)C (stereo not given)	/	-8	1
O=C(NCc1ccccc1)C1CCN(c2ncnc3c2sc2ncccc23)CC1	-7	-6	1
CC1(C)Cc2cccc(OCC(=O)NCCn3ncc4c(N5CCCCCC5)ncnc43)c2O1	-1	5	8
COc1ccc2sc(N(Cc3ccccc3)C(=O)C3=COCCO3)nc2c1	-8	-5	-3
O=C(CC(c1ccccc1)c1ccccc1)NCc1ccc2ccccc2c1-c1ccccc1	-4	-5	-6
CSc1nc(NCC(C)C)c2cnn(CCNC(=O)Cc3cccc4ccccc34)c2n1	-6	-6	/
CC(C)c1cc(C(=O)NCc2cccnc2N2CCN(C)CC2)nc2ncnn12	/	-5	-2
CCCn1c(N)cc(=O)n(C)c1=O	0	2	-5
O=c1[nH]c(O)c(C=NCC2CCCCC2)c(=O)[nH]1	-8	-5	15
O=C(NCC(NC(=O)C1CC=CC1)C1CCCCC1)C1CC=CC1 (stereo not given)	/	-13	-8
COc1cc(/C=N\n2c(C)nnc2-n2nc(C)cc2C)cc(Br)c1O	-7	-4	-3
COCc1nc(-c2ccc(CN3CCN(C(=O)C4=NNC(=O)CC4)CC3)cc2)no1	-5	-1	-4
COc1ccc2oc(=O)n(C3CCN(C(=O)C(OC(C)=O)c4ccccc4)CC3)c2c1 (stereo not given)	-8	-3	23
COc1ccc(CN2C(=O)N(CC(C)C)C3(CCN(C/C=C/c4ccco4)CC3)C2=O)cc1	-17	-4	15
Cc1nc2ccccn2c(=O)c1NC(=O)C1CCCC1	/	1	-2
Fc1ccc(Oc2cc(N3CCOCC3)ncn2)cc1F	-3	-3	9
CCOC(=O)c1cc(-c2cccc(NC(=O)Cc3cccc(OC)c3)c2)n(-c2cccc(F)c2)n1	-8	-7	-2
CCC(C(=O)NCCOC)n1c(=O)n(-c2cccc(C)c2)c(=O)c2ccc(Cl)cc21 (stereo not given)	-4	-2	/
Cc1cccc(Nc2cc3[nH]c(-c4ccccc4)cc3cn2)c1	-6	-2	11
CCNC(=O)NCC1CCN(C2Cc3ccccc3C2)C1 (stereo not given)	/	4	4
CCOC(=O)C1=C(CSc2nnc(SCC)s2)NC(=O)NC1CC (stereo not given)	-6	-7	0

Given as comma-separated lines: part of the list above
Molecule,mcGAS inh,hcGAS inh,NPYLR7 ag
CCC(C(=O)NCCOC)n1c(=O)n(-c2cccc(C)c2)c(=O)c2ccc(Cl)cc21 (stereo not given),-4,-2,/
Cc1cccc(Nc2cc3[nH]c(-c4ccccc4)cc3cn2)c1,-6,-2,11
CCNC(=O)NCC1CCN(C2Cc3ccccc3C2)C1 (stereo not given),/,4,4

(continued)
SMILES	mcGAS inh	hcGAS inh	NPYLR7 ag
COCCN1CC(O)CN(S(=O)(=O)c2ccc(C)cc2)CC1=O (stereo not given)	-5	0	18
C[C@H]1COC2=C1C(=O)C(=O)c1c2ccc2c1CCCC2(C)C	/	21	-10
O=[N+]([O-])c1ccc(C=NNC(=S)Nc2cccnc2)o1	-3	-7	3
COc1ccc(-c2cc(Nc3cccc(OCc4ccccc4)c3)ncn2)cc1	/	-7	1
O=c1n(CN2CCN(c3ccccc3Cl)CC2)nc2ccccn12	-15	-6	-4
O=C(CSc1nc2c([nH]c3ccccc32)c(=O)n1-c1ccc(F)cc1)NCC1CCCO1 (stereo not given)	-7	-4	-1
COC(=O)CSc1ncnc2c1nnn2Cc1ccc(F)cc1	17	0	-1
Cc1cc(=O)n2nc(C(F)(F)F)nc2n1CC(O)c1ccc(Cl)cc1 (stereo not given)	/	3	14
Cc1ccc(C2Nc3ccccc3C(=O)N2Cc2ccc3c(c2)OCO3)o1 (stereo not given)	/	-3	0
O=C(O)c1ccccc1C1CCN(C(=O)CCCn2cncn2)C1 (stereo not given)	/	0	-13
CN(CCCc1ccccc1)CC(=O)NC1(C#N)CCCCC1	/	-5	9
COc1ccc(NC(=O)N2CCc3nc(C)nc(N4CCC(C)CC4)c3C2)c(OC)c1	-6	-9	-2
CC(C)COCC1CC2(SC(=Nc3ccccc3)NC2=O)C(=O)O1 (stereo not given)	-6	-3	-1
O[C@@H]1CN(Cc2ccc(Cl)cc2)CC[C@H]1N1CCCCCC1	/	-7	5
O=S(=O)(c1ccccc1C(F)(F)F)N1CCN(c2c3c(nc4ncnn24)CCC3)CC1	-8	-2	-3

Some entries already given, limited to hcGAS inh:
mol,hcGAS inh
Cc1cc(=O)n2nc(C(F)(F)F)nc2n1CC(O)c1ccc(Cl)cc1 (stereo not given),3
O=S(=O)(c1ccccc1C(F)(F)F)N1CCN(c2c3c(nc4ncnn24)CCC3)CC1,-2
COc1ccc(-c2cc(Nc3cccc(OCc4ccccc4)c3)ncn2)cc1,-7

(cont.)
SMILES	mcGAS inh	hcGAS inh	NPYLR7 ag
COc1ccc(NC(=O)c2cc3ccccc3o2)c([N+](=O)[O-])c1	/	-9	11
CN(Cc1ccccc1)C1(CNC(=O)CCC(F)(F)F)Cc2ccccc2C1	/	-4	5
CN(CCc1ccccc1)Cc1cc2n(n1)CCCNC2	-28	-6	8
CC1CCN(C(=O)CNC(=O)c2ccc(Cl)c(Cl)c2)CC1	/	-2	3
O=C(c1cc(Cl)sc1Cl)N1CCN(CCCOC(c2ccc(Cl)cc2)c2ccc(Cl)cc2)CC1	-6	-5	1
O=C(CNCCS(=O)(=O)N1CCCC1)Nc1ccc(Cl)cc1F	-11	-6	/
CCn1cc(NC(=O)N2c3ccccc3CC2C)c2ccccc21 (stereo not given)	/	10	18
CC(C)NC(=O)Cn1ccc2ccc(C#N)cc21	/	-4	-1
O=C(c1ccc(Cl)cc1)N1CCN(C(C(=O)N2CCc3ccccc3C2)C2CCCC2)CC1 (stereo not given)	/	-3	-4
CCCc1cc(=O)[nH]c(Sc2ccc([N+](=O)[O-])cc2[N+](=O)[O-])n1	/	-5	-6
CCCCCc1ccc(C(=O)N(CCOC)CC(=O)N(Cc2ccccc2)Cc2cccn2C)cc1	-3	-1	12
Cc1sc2nc(CCc3ccccc3)nc(N3CCN(C(=O)Nc4ccc(C(F)(F)F)cc4)CC3)c2c1C	0	2	-1
C=CCn1c(=S)[nH]c2sc(CC)cc2c1=O	/	-1	-12
O=C(Cc1nc(-c2ccncc2)n[nH]1)NC1CCCC1	-8	-11	4
Cc1cc(Oc2cccc(Cl)c2)nc(SCc2cccc([N+](=O)[O-])c2)n1	2	0	18

Single records, as listed above. Order of screens: mcGAS inh	hcGAS inh	NPYLR7 ag
Listed for `O=C(c1ccc(Cl)cc1)N1CCN(C(C(=O)N2CCc3ccccc3C2)C2CCCC2)CC1` (stereo not given) = /	-3	-4
Listed for `CN(Cc1ccccc1)C1(CNC(=O)CCC(F)(F)F)Cc2ccccc2C1` = /	-4	5
Listed for `CCn1cc(NC(=O)N2c3ccccc3CC2C)c2ccccc21` (stereo not given) = /	10	18
Listed for `CCCc1cc(=O)[nH]c(Sc2ccc([N+](=O)[O-])cc2[N+](=O)[O-])n1` = /	-5	-6

The results go on.
SMILES	mcGAS inh	hcGAS inh	NPYLR7 ag
COc1ccc2c(c1)CN(C(=O)Nc1cc(C(=O)N(C)C)ccc1C)CC2	/	-4	5
COc1ccc(Cl)cc1NC(=O)N(C)c1ccccc1	/	2	-4
CC(C)N(C(=O)CSc1ccc(NC(=O)c2cccc(F)c2)nn1)C(C)C	/	3	-3
NC(=O)C[n+]1cccc(CNC(=O)c2ccc(OC(F)F)cc2)c1	/	-1	3
CN(C)C(=O)Sc1ccccc1NC(=O)c1ccc(F)cc1F	/	-8	-3
Nc1nnc(C(NC(=O)CCc2c[nH]c3ccccc23)c2ccccc2)s1 (stereo not given)	-11	-8	-2
Nc1nonc1-c1ccc(Br)cc1	-16	-10	5
Cc1ccc(Nc2nc(-c3cc4cc(Br)ccc4oc3=O)cs2)cc1	16	-2	2
COCc1ccc(CN2CCC(CO)(Cc3ccccc3Cl)CC2)o1	/	-10	10
COc1cccc(CN2CCN3C[C@H](c4ccccc4)[C@@H](CO)[C@H]3C2)c1	2	3	1
O=C(c1ccccc1)N1CCN2C[C@@H](CO)[C@H](c3ccccc3)[C@H]2C1	-2	-9	2
c1ccc(Sc2ccc3c(c2)OCO3)c(CNC2=NCCN2)c1	/	0	0
CC1CCc2sc3ncnc(NCc4cccnc4)c3c2C1 (stereo not given)	-5	-2	4
CC(C)CNc1nnc(SCC(=O)NC(C)C)s1	-8	-8	1
COC(=O)C(C)OC(=O)CSc1ncnc2sccc12 (stereo not given)	/	-3	6
O=C(NC(c1ccc(Cl)cc1)c1ccccn1)C1CCNCC1 (stereo not given)	-2	-5	21
O=c1c(-c2cccc(Cl)c2)[n+]([O-])c2ccccc2n1OCc1cccc(F)c1	/	-8	-1
O=C1OC(c2ccco2)=NC1C=Nc1ncn[nH]1 (stereo not given)	-5	-1	0
OC(CN1CCN(c2ccc(F)cc2)CC1)c1ccc2c(c1)CCN2 (stereo not given)	-4	-4	4
Cc1ccsc1CNC(=O)CN1C(=O)c2ccc(Br)cc2C1=O	/	-10	9
Cc1c(CN2CCC(CNC(=O)c3ccco3)C2)oc2ccccc12 (stereo not given)	-22	-5	-1
Cc1oc2ncn(C)c(=O)c2c1C(=O)Nc1ccc2c(c1)CCC2	-4	-2	-2
Cc1ccc(NC(=O)Cn2nc(-c3ccco3)c3sc(N4CCCCC4)nc3c2=O)cc1Cl	-8	-7	0
Cc1ccc(CN2CCN(C(=O)c3cnc4ccccn34)C(C)C2=O)cc1 (stereo not given)	/	-6	3
O=C(NCc1csc(Br)c1)c1cc(C2CC2)on1	/	5	-30
COC(=O)CCC(=O)N(Cc1ccccc1Cl)C(C)C	/	-4	2
COc1ncc(CN2CCCC3(CC2)CN(C)C(=O)O3)cn1 (stereo not given)	-10	-6	4
O=C(NCc1ccncc1)c1ccc(-c2cccc(Cl)c2)s1	-4	0	27
CCOC(=O)C1(C)CCCN1C(=O)c1ccccc1 (stereo not given)	/	-15	0
CCOC(=O)CN(C(=O)NC1CCCCC1)[C@@H]1C[C@@H]2CO[C@H](c3ccccc3)C[C@@H]2C1	0	4	7
O=C(COC(=O)c1ccccc1)Nc1ccc2c(c1)OCO2	-5	-4	-3
Cc1cccc(/C=C/C(=O)N2CCN(Cc3csc(C)n3)CC2)c1	0	0	-2
O=C(NCCCN1CCCC1=O)C(C1CCCC1)N1CCN(C(=O)Nc2cccc(F)c2)CC1 (stereo not given)	-5	-8	-5
Cc1nn(C)cc1S(=O)(=O)NCCCN1CCOCC1	/	-7	2
Cc1ccc(S(=O)(=O)Nc2ccc(Nc3nccn4c(-c5ccccc5Oc5ccccc5)cnc34)cc2)cc1	1	3	-6
O=C(CN1CSCC1=O)Nc1nc(-c2ccco2)c(-c2ccco2)s1	-4	-13	0
CCC(=O)Nc1ccc(OCC(=O)N2CCCC3(CCNCC3)CC2)cc1	/	-7	7
Cc1[nH]nc2ncc(NC(=O)COc3ccc(C(F)(F)F)cc3)cc12	/	-7	-1
CC(C)(O)c1cc(Cl)ccc1Cl	/	-6	8
N#Cc1c(N)c(C#N)c(=S)n(C2CCCCC2)c1N	/	5	8
CCn1nnc2c(NCCc3ccc(OC)c(OC)c3)ncnc21	-2	5	-1
c1ccc(CCC2=NCCn3cccc32)cc1	-5	-3	0
O=C(CCc1nc2ccccc2[nH]c1=O)OCc1ccc(C(=O)Oc2ccccc2)cc1	/	-5	6
COc1ccccc1CN1CCN(Cc2nc(-c3ccccn3)no2)CC1	-11	-11	6
COc1cccc2sc(N(CCCN(C)C)C(=O)c3ccc(Br)s3)nc12	-8	-6	4
CCOC(=O)N1CCN(C(=O)c2ccc(N3CCC(NCCc4cccs4)CC3)cc2)CC1	-24	-1	-1
O=C(O)C1CN(C(=O)Cc2c(F)cccc2Cl)c2ccccc2O1 (stereo not given)	/	2	-2
CCOC(=O)C(C#N)=C1SC2CS(=O)(=O)CC2S1 (stereo not given)	/	-6	26
COCCCNC(=O)N(Cc1ccc(OC)cc1)C(C)C1CC1 (stereo not given)	/	0	1
CCOC(=O)C1(C/C=C/c2ccccc2)CCCN(C(=O)c2ccc(C#CC(C)(C)O)o2)C1 (stereo not given)	-8	-2	11
CC(NCC(=O)Nc1c(Cl)cc(Cl)cc1Cl)c1ccc(F)cc1 (stereo not given)	-17	-7	-1
CNS(=O)(=O)c1ccc2c(c1)oc(=O)c1cc(S(=O)(=O)NC)ccc12	/	1	0
c1coc(-c2nnc(CSc3nnc(NC4CC4)s3)o2)c1	/	-3	9
CCCCN(CC(=O)N(CCc1ccccc1)Cc1ccc(C)o1)C(=O)NCC	0	5	-4
COc1ccc(CNC(=O)CCC2CCCN(C(=O)Cc3ccsc3)C2)c(OC)c1 (stereo not given)	/	-6	8
Cc1ccsc1[C@@H]1CCN(Cc2ccccc2Cn2cccn2)C[C@H]1O	3	3	/
